NCI-60 one-dose screen, 48 h, at 10 µM unless noted. Numbers give growth in % (100 = growth as untreated, 0 = no growth, -100 = all killed).
A498: A498 renal cancer cells. hit rate 5.4% among 76,000. AID 1794774
CAKI-1: CAKI-1 renal cancer; AID 1794772; hit rate 4.7% among 75,000
SF-295: SF-295 CNS cancer cells; hit rate 5.6% among 79,000
U251: U251 CNS tumor cells | hit rate 5.4% among 80,000
SNB-19: SNB-19 CNS cancer cells; hit rate 2.5% among 81,000
SNB-75: SNB-75 CNS cancer | hit rate 5% among 79,000 | AID 1794750
NCI-H23: NCI-H23 lung cancer; hit rate 4% among 80,000; AID 1794731
SF-539: SF-539 CNS cancer; hit rate 6.8% among 81,000; AID 1794752
SF-268: SF-268 CNS cancer cells | hit rate 3.1% among 82,000
Numbers without * were called inactive; nt = no result given; [ ] = remark or other dose. Rule for the calls: active = growth percent below 10; inactive = the rest. Not a hit list; overall some 10% were active at least once.

SMILES | A498 | CAKI-1 | SF-295 | U251 | SNB-19 | SNB-75 | NCI-H23 | SF-539 | SF-268
Clc1ccc(C2=NNC(c3sc(Cl)nc3Cl)C2)cc1 (stereo not given) | 107 | 87 | 95 | 104 | 101 | 87 | 93 | 113 | 108
CN1CCNCC1 | 93 | 97 | 94 | 100 | 100 | 113 | 96 | 102 | 100
Cc1cc2nnc(SCc3ccccc3)n2c(SCc2ccccc2)n1 | 43 | 89 | 98 | 90 | 96 | 84 | 103 | 100 | 96
CCOC(=O)C1=C(O)C(=O)C(C(=O)OCC)C1 (stereo not given) | nt | 93 | 102 | nt | 103 | 95 | 94 | 107 | nt
O=C(c1ccco1)N1CCn2c(nnc2C(F)(F)F)C1 | nt | 98 | 97 | 101 | 99 | nt | 89 | 99 | 98
O=C(Nc1cccc(Cl)c1)c1cc(N=Nc2ccc([N+](=O)[O-])cc2Cl)ccc1O | 70 | 100 | 55 | 64 | 73 | 66 | 63 | 54 | 91
O=C(OCC1OC(Oc2ccccc2CO)C(O)C(O)C1O)c1ccccc1 (stereo not given) | 113 | 108 | 131 | 112 | 100 | 99 | 108 | 108 | 112
O=C1C=C(N2CCOCC2)C(=O)C=C1N1CCOCC1 | 108 | 99 | 98 | 106 | 110 | 94 | 98 | 94 | 100
COc1cc(CNC(=O)[C@]23CCC(C)(C)CC2C2=CCC4[C@@]5(C)CCC(OC(C)=O)C(C)(C)C5CC[C@@]4(C)[C@]2(C)CC3)ccc1OCc1cn(-c2ccc(Cl)cc2Cl)nn1 (stereo not given in full) | 146 | 78 | 100 | 104 | 90 | 118 | 99 | 101 | 110
CC(=O)OC[C@]12CC[C@@H]([C@@H](C)C(N)=O)[C@@H]1[C@H]1CC[C@@H]3[C@@]4(C)CC[C@H](OC(C)=O)C(C)(C)[C@@H]4CC[C@@]3(C)[C@]1(C)CC2 | -82*[100 µM] | -46*[100 µM] | -51*[100 µM] | -51*[100 µM] | -40*[100 µM] | -48*[100 µM] | -40*[100 µM] | -84*[100 µM] | -61*[100 µM]
CC(C)(C)c1ccc([N+](=O)[O-])cc1[N+](=O)[O-] | 92 | nt | 94 | 105 | 111 | 83 | 101 | 101 | 96
CCCCNC(=O)OC(C)C | 111 | 88 | 80 | 98 | 98 | 101 | 105 | 97 | 107
COc1cc(C[C@H]2COc3cc(O)cc(O)c3C2=O)ccc1O | 90 | 36 | 55 | 22 | 32 | 14 | 50 | 3.3* | 47
N#Cc1c(Oc2ccc(Cl)cc2)[nH]n(C2=Nc3ccccc3Sc3ccccc32)c1=O | nt | 94 | 105 | 112 | 107 | 101 | 100 | 97 | 106
COc1ccc(NC(=O)c2ccc(NC3=C(c4ccccc4)C(=O)NC3=O)cc2)cc1 | 91 | 87 | 101 | 91 | 95 | 84 | 82 | 96 | 89
Cc1cc(C)c(C(=O)/C=C/c2ccccc2)c(C)c1 | 87 | 89 | 99 | 80 | 90 | 80 | 62 | 111 | 81
CSc1nc(=S)cc(C(=O)O)[nH]1 | 111 | nt | 102 | 99 | 107 | 101 | 92 | 106 | 106
CC(=O)Nc1ccc(OCCOc2ccc([N+](=O)[O-])cc2)cc1 | 115 | 141 | 128 | 105 | 105 | 83 | 102 | 97 | 120
O=C1C(=C(O)c2ccccc2)C(=O)c2ccccc21 | 123 | 93 | 105 | 109 | 98 | 76 | 103 | 100 | 95
O=c1[nH]c(CNc2ccc(F)cc2)nc2sc3c(c12)CCCC3 | 102 | 94 | 82 | 104 | 104 | 74 | 103 | 96 | 107

Reformatted as a markdown table: 13 of the compounds above.
| molecule | A498 | CAKI-1 | SF-295 | U251 | SNB-19 | SNB-75 | NCI-H23 | SF-539 | SF-268 |
| --- | --- | --- | --- | --- | --- | --- | --- | --- | --- |
| O=C(c1ccco1)N1CCn2c(nnc2C(F)(F)F)C1 | nt | 98 | 97 | 101 | 99 | nt | 89 | 99 | 98 |
| O=C(Nc1cccc(Cl)c1)c1cc(N=Nc2ccc([N+](=O)[O-])cc2Cl)ccc1O | 70 | 100 | 55 | 64 | 73 | 66 | 63 | 54 | 91 |
| O=C(OCC1OC(Oc2ccccc2CO)C(O)C(O)C1O)c1ccccc1 (stereo not given) | 113 | 108 | 131 | 112 | 100 | 99 | 108 | 108 | 112 |
| O=C1C=C(N2CCOCC2)C(=O)C=C1N1CCOCC1 | 108 | 99 | 98 | 106 | 110 | 94 | 98 | 94 | 100 |
| COc1cc(CNC(=O)[C@]23CCC(C)(C)CC2C2=CCC4[C@@]5(C)CCC(OC(C)=O)C(C)(C)C5CC[C@@]4(C)[C@]2(C)CC3)ccc1OCc1cn(-c2ccc(Cl)cc2Cl)nn1 (stereo not given in full) | 146 | 78 | 100 | 104 | 90 | 118 | 99 | 101 | 110 |
| CC(=O)OC[C@]12CC[C@@H]([C@@H](C)C(N)=O)[C@@H]1[C@H]1CC[C@@H]3[C@@]4(C)CC[C@H](OC(C)=O)C(C)(C)[C@@H]4CC[C@@]3(C)[C@]1(C)CC2 | -82*[100 µM] | -46*[100 µM] | -51*[100 µM] | -51*[100 µM] | -40*[100 µM] | -48*[100 µM] | -40*[100 µM] | -84*[100 µM] | -61*[100 µM] |
| CC(C)(C)c1ccc([N+](=O)[O-])cc1[N+](=O)[O-] | 92 | nt | 94 | 105 | 111 | 83 | 101 | 101 | 96 |
| CCCCNC(=O)OC(C)C | 111 | 88 | 80 | 98 | 98 | 101 | 105 | 97 | 107 |
| COc1cc(C[C@H]2COc3cc(O)cc(O)c3C2=O)ccc1O | 90 | 36 | 55 | 22 | 32 | 14 | 50 | 3.3* | 47 |
| N#Cc1c(Oc2ccc(Cl)cc2)[nH]n(C2=Nc3ccccc3Sc3ccccc32)c1=O | nt | 94 | 105 | 112 | 107 | 101 | 100 | 97 | 106 |
| COc1ccc(NC(=O)c2ccc(NC3=C(c4ccccc4)C(=O)NC3=O)cc2)cc1 | 91 | 87 | 101 | 91 | 95 | 84 | 82 | 96 | 89 |
| Cc1cc(C)c(C(=O)/C=C/c2ccccc2)c(C)c1 | 87 | 89 | 99 | 80 | 90 | 80 | 62 | 111 | 81 |
| CSc1nc(=S)cc(C(=O)O)[nH]1 | 111 | nt | 102 | 99 | 107 | 101 | 92 | 106 | 106 |

Further entries follow:
SMILES | A498 | CAKI-1 | SF-295 | U251 | SNB-19 | SNB-75 | NCI-H23 | SF-539 | SF-268
O=C(O)c1ccc(NC(=O)C(Cl)Cl)cc1O | 83 | 104 | 101 | 99 | 101 | 107 | nt | 102 | 111
O=C1/C(=C/c2ccc(F)cc2)CN(C(=O)CCN2CCC(=NO)CC2)C/C1=C\c1ccc(F)cc1 | 25 | -46* | -29* | -65* | -38* | nt | -27* | -63* | -23*
CC(=O)Nc1ccc(-c2cn3ccccc3n2)cc1 | 99 | 101 | 89 | 101 | 96 | 95 | 97 | 104 | 105
Cc1c(Cc2ccccc2)c(=O)oc2c(C)c(OCC(=O)N3NC(=O)CC3=O)ccc12 | 95 | nt | 99 | 100 | 97 | 96 | 99 | 113 | 98
Cc1ccccc1-c1cc(Cc2ccccc2O)c(=O)[nH]n1 | 110 | 89 | 113 | 103 | 123 | 106 | 103 | 107 | 85
Cc1nn(-c2ccccc2)c2nc3c(c(-c4ccc(Cl)cc4)c12)CNC1(N3)C(=O)N(Cc2ccccc2)c2ccc(Cl)cc21 (stereo not given) | 105 | 93 | 100 | 106 | 102 | 76 | 88 | 105 | 87
CC(=O)Oc1cc(Cl)ccc1Cc1ccc(Cl)cc1OC(C)=O | 97 | 92 | 102 | 83 | 83 | 69 | 65 | 81 | 85
CSc1nc(N)c(C(=O)NC2CCCCC2)s1 | 128 | 91 | 103 | 107 | 89 | 86 | 100 | 90 | 116
O=Cc1cccc(O)c1 | 123 | 99 | 116 | 111 | 100 | 86 | 106 | 106 | 108
COc1ccc(OC)c(C2=NN(c3ccc(S(N)(=O)=O)cc3)C(c3cc(OC)c(OC)c(OC)c3)C2)c1 (stereo not given) | 97 | 54 | 76 | 74 | 80 | 35 | 82 | 75 | 92
O=C1NCCCC1(c1ccccc1)c1ccccc1 | 94 | 100 | 98 | 98 | 98 | 97 | 107 | 98 | 96
COc1ccc(-c2ccc(-c3ccc(C(=N)N)cn3)o2)cc1Cl | 80 | 40 | 74 | 0.9* | 40 | 89 | 69 | 33 | 47
COc1ccc(/C=C2\Oc3ccc(O)c(-c4ccccc4)c3C2=O)cc1 | nt | 62 | 93 | 92 | 85 | 79 | 88 | 97 | 73
COc1ccc(/C=C2\CN(C)CC3C2=NN(c2ccc(S(N)(=O)=O)cc2)C3c2ccc(OC)c(OC)c2)cc1OC (stereo not given) | 104 | nt | nt | 79 | 90 | 85 | 100 | 94 | 91
CS(=O)(=O)c1ccc(C(=O)N=Nc2c(O)[nH]c3ccc(Br)cc23)cc1 | 95 | 107 | 102 | 105 | 104 | 95 | 101 | 103 | 98
CC(=O)Oc1cccc(S(=O)(=O)n2cc(C(=O)C(=O)Nc3ccncc3)c3ccccc32)c1 | 63 | 67 | 58 | 93 | 93 | nt | 63 | 87 | 103
Oc1[nH]c2ccccc2c1/C=c1/cc2c(c(-c3ccc(F)cc3)n1)=Nc1ccccc1-2 | -4.1* | 15 | -19* | -58* | 25 | -2.3* | -5.7* | -66* | 15
COc1cccc(C(=O)Nc2cccc(-c3cc(=O)c4ccccc4o3)c2)c1OC | 88 | 94 | 99 | 98 | 95 | 99 | 99 | 101 | 98
O=[N+]([O-])c1ccc(N/N=C/c2ccc(O)cc2)nc1 | 108 | 68 | 119 | 91 | 98 | 96 | 101 | 87 | 92
ClCc1cccc2c(CCl)cccc12 | 107 | 15 | 59 | 57 | 70 | 88 | 62 | 62 | 64
Nc1nc(N[C@@H]2C[C@H](CO)[C@@H](O)[C@H]2O)nc(=O)[nH]1 | 117 | 98 | 101 | 98 | 104 | 101 | 103 | 97 | 104
CCc1cccc(CC)c1NC(=O)c1ccccc1Br | 100 | 70 | 100 | 98 | 89 | 89 | 94 | 99 | 89
Cc1cc(C)n(C(=O)c2sc(=S)n(-c3ccccc3)c2NCc2cn(-c3ccc(Cl)cc3)nn2)n1 | 108 | 88 | 100 | 99 | 98 | 107 | 105 | 99 | 97
CN1CCN(c2ccc(Nc3ncc(Cl)c(NC[C@@H]4CCCO4)n3)cc2)CC1 | -25* | 27 | 31 | 32 | 54 | 6.5* | 16 | -6.6* | 25
O=C1c2ccccc2C(=O)N1Br | 111 | 117 | 117 | 107 | 106 | 93 | 104 | 95 | 114
O=C(Nc1ccccc1)OCCc1ccccc1 | nt | 88 | 81 | nt | 101 | 80 | 108 | 99 | 111
O=C1NC(SCc2ccccc2)=N/C1=C/c1cccc(OCc2ccc(Cl)cc2)c1 | 99 | nt | 95 | 62 | 90 | 89 | 95 | 100 | 98
CC(=O)Nc1ccc(OC(=O)c2ccccc2O)cc1 | 84 | 91 | 95 | 99 | 100 | 114 | 99 | 108 | 106
CC(=O)C[n+]1ccccc1Sc1ccc(Cl)cc1 | 76 | 91 | 83 | 73 | 89 | 66 | 100 | 69 | 75
Cn1c2c(Cl)c(Cl)ccc2c2cc(N)[nH]c(=O)c21 | 56 | -23* | 54 | 94 | 98 | 78 | 76 | 83 | 81
CCCCN1CCCn2c1nc1c2c(=O)n(CCC)c(=O)n1CCC | 80 | 89 | 102 | 92 | 97 | 74 | 104 | 100 | 95
CCOC(=O)C(Nc1ccc(OC)cc1)c1ccc(N(CC)CC)cc1 (stereo not given) | 85 | 93 | 104 | 89 | 96 | 94 | 89 | nt | 94
COc1cc(-c2nc(SCC(C)C)nc(Nc3ccc([N+](=O)[O-])cc3[N+](=O)[O-])c2C#N)cc(OC)c1OC | 70 | 67 | 94 | 74 | 108 | 78 | 97 | 94 | 92
CCOC(=O)COc1c(OC)c(OC)cc2oc(-c3cccc(C(=O)Nc4ccc(Cl)cc4)c3)cc(=O)c12 | 83 | 48 | 38 | 40 | 62 | 35 | 63 | 60 | 56
COc1ccc(C(C)=O)cc1S(=O)(=O)NNC(=O)c1ccncc1 | 56 | 97 | 99 | 99 | 90 | 83 | 95 | 98 | 95
c1ccc(-c2c[nH]c3c(N4CCCCC4)ncnc23)cc1 | 70 | 81 | 81 | 57 | 107 | 95 | 104 | 87 | 76
CN1C[C@@H]2CN(c3cccc4c3C[C@H](CN(C)[C@H]3CCCc5cccnc53)NC4)C[C@@H]2C1 | 84 | 72 | 68 | 58 | 78 | nt | 85 | 88 | 70
Cn1c(=O)c2[nH]c(CCCc3nc4ccccc4[nH]3)nc2n(C)c1=O | 91 | 87 | 104 | 103 | 104 | 92 | 104 | 102 | 105
Nc1ccc(NC(=O)C(=O)O)cc1 | 104 | 95 | 96 | 110 | 105 | 107 | 101 | 108 | 101
O=C1c2ccccc2-c2nccc3cc(Cl)nc1c23 | 90 | 33 | 53 | 33 | 105 | 65 | -62* | nt | 25
CCN(CC)CC(O)c1ccc(F)c2ccccc12 (stereo not given) | 105 | 91 | 96 | 106 | 114 | 87 | 111 | 110 | 108

Grouped by structure: the entries above containing a furan ring, fused or not.
SMILES | A498 | CAKI-1 | SF-295 | U251 | SNB-19 | SNB-75 | NCI-H23 | SF-539 | SF-268
O=C(c1ccco1)N1CCn2c(nnc2C(F)(F)F)C1 | nt | 98 | 97 | 101 | 99 | nt | 89 | 99 | 98
COc1ccc(-c2ccc(-c3ccc(C(=N)N)cn3)o2)cc1Cl | 80 | 40 | 74 | 0.9* | 40 | 89 | 69 | 33 | 47

Screening data deposited in PubChem BioAssay by NCI.
